Source: PubChem BioAssay (several laboratories)
aDG glyco act – activators of alpha-DG glycosylation, primary screen, uHTS, Pro5-aDG cells, AlphaScreen. alpha-DG glycosylation AlphaScreen (IIH6); 0% Pro5, 100% B10-LARGE cell signal. activation, % at 10 µM. 360,000 compounds, 0.22% hits. AID 624168, 2012;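 active = activation of at least 8% versus controls, or a plate z-score of at least 8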;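 note: Pro5 are CHO cells carrying HIG-tagged alpha-DG that lacks glycosylation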
ABCB6 inh MLPCN – ABCB6 transporter inhibitors, primary screen, K562-ABCB6 cells, flow cytometry, MLPCN library | 360,000 compounds, 0.19% hits | ATP-binding cassette sub-family B member 6 (Homo sapiens), Q9NP58 | AID 602162, 2011 | K562-ABCB6 porphyrin accumulation, 1 h; hits give low values | fluorescence ratio to DMSO, % at 10 µM;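 active = fluorescence ratio to DMSO below 75%, the collection mean minus 3 SD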;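 note: signal is porphyrin accumulated inside mitochondria; 100% equals median channel fluorescence of DMSO control wells; lower ratio means ABCB6 inhibition with less porphyrin fluorescence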
Vif inh – HIV Vif self-association inhibitors, primary screen, imaging, HEK293T, single point; HEK293T cells, Vif self-association by quenched fluorescence, 24 h; 340,000 compounds, 0.35% hits; inhibition, % at 7.49 µM; in the data active = inhibition above about 50%, passing the limit was not always enough; note: some results filed as inactive read as strong as hits
CaV13 ICDI inh – Primary screen for inhibitors of IQ motif and Ca2+-dependent inactivation inhibitor domain binding in CACNA1D, Förster resonance energy transfer in living cells, …. HEK cells, CFP/YFP FRET ICDI-IQ, plate reader, 10 min; percent FRET-ratio fall versus neutral wells. inhibition, % at 12.3 µM. 340,000 compounds, 0.098% hits. AID 743397;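 active = mean replicate inhibition of at least 30% and at least 1% of replicates passing that level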;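 note: 0% = median of the neutral control wells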
N-glyco inh – increase of ERlucT glycosylation luciferase signal, primary screen, N-linked glycosylation inhibitor project, D54 ERlucT cells, luminescence, set 2. D54 ERlucT glycosylation luciferase reporter, 24 h; percent of 100 nM tunicamycin response. reporter increase, % at 12.5 µM. 360,000 compounds, 0.23% hits. AID 588692, 2011;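 active = mean luciferase reporter signal, scaled so untreated is 0 and the glycosylation-blocking control 100, at or above a set limit in every replicate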;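 note: luciferase carries N-glycosylation sites so blocking glycosylation raises the light; 0% = median of neutral control wells and 100% = median of 100 nM tunicamycin wells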
HTR2A ag – mouse Htr2a agonists via beta-arrestin recruitment, primary screen, cell-based, luminescence; 5-hydroxytryptamine receptor 2A (Mus musculus), P35363; CHO-K1 mHTR2A beta-arrestin complementation; percent of 30 µM serotonin response; activation, % at 7.6 µM; 360,000 compounds, 0.66% hits; AID 624169, 2012;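 active = activation above a run cutoff, the mean activation of all tested compounds plus 3 SD, cut at about 14% in these data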;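 note: 0% = plate median of compound wells and 100% = 30 µM serotonin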
Target sequence (P35363 whole entry, looked up): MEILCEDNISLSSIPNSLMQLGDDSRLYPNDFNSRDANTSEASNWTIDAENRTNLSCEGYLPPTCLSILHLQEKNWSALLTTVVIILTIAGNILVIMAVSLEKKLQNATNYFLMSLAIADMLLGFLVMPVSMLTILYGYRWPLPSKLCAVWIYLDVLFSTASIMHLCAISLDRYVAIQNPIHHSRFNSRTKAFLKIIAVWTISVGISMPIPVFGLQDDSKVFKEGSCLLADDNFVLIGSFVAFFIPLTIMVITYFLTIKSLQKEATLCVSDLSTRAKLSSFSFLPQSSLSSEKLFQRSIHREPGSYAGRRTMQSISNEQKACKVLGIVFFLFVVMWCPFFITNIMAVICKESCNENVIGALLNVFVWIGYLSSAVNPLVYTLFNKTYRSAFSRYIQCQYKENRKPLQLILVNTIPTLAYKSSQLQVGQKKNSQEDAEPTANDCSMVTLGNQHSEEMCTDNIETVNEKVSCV
H9c2 protect – cardioprotection against H2O2-induced cell death, primary screen, uHTS, H9c2 cells, ATPLite luminescence; 360,000 compounds, 0.63% hits; H9c2 cardiomyocytes, H2O2 injury protection, 2 h; protection from H2O2 cell death, % at 20 µM; AID 588492, 2011;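 active = compounds giving at least 50% protection of heart cells from peroxide-induced death in the single-dose screen, raw or plate-pattern-corrected value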;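 note: 0% = DMSO wells with peroxide and 100% = DMSO wells without peroxide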
Exocytosis inh – LAMP-1 surface exposure blockers, TALL-104 cells – cell-based, flow cytometry, MLPCN library, primary screen; TALL-104 LAMP-1 surface exposure; cells stimulated with thapsigargin and PMA; inhibition, % at 10 µM; 360,000 compounds, 0.66% hits; AID 651702, 2012;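 active = inhibition above about 55%, limit read from the data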
PDI turbidity – inhibitors of human PDI, primary screen, biochemical, turbidity, single point, plate reader. PDI insulin aggregation turbidity, A650, 90 min. 350,000 compounds, 0.052% hits. inhibition, % at 10 µM. Protein disulfide-isomerase (Homo sapiens), P07237;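 active = mean inhibition across replicates of 30% or more, whatever share of single replicates reach that level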;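 note: absorbance from insulin aggregation driven by PDI reduction with DTT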
Target sequence (P07237 whole entry, looked up): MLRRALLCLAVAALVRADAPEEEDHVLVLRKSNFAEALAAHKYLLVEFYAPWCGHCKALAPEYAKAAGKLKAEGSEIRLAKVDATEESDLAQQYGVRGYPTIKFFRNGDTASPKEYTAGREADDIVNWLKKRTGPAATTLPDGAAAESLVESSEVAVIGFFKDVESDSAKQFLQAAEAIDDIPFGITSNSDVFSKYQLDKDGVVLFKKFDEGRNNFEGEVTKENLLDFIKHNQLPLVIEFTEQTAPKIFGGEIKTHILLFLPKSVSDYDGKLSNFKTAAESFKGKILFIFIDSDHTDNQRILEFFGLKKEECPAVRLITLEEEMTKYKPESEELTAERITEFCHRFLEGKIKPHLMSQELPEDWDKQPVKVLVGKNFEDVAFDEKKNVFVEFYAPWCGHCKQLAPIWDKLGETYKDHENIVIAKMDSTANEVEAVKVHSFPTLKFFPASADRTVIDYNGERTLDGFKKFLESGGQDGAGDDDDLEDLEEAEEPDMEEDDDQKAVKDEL
hiPSC survival – enhancers of single-cell hiPSC survival, primary screen, ATPlite luminescence; 360,000 compounds, 0.044% hits; AID 602274, 2012; 100% = ROCK inhibitor wells, 0% = DMSO; survival enhancement, % at 20 µM; in the data active = survival enhancement above about 18%;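 note: cells exposed to compounds for 16 hours before the ATP read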
* = called active by the depositor; . = no result given.

SMILES | aDG glyco act | ABCB6 inh MLPCN | Vif inh | CaV13 ICDI inh | N-glyco inh | HTR2A ag | H9c2 protect | Exocytosis inh | PDI turbidity | hiPSC survival
COC(=O)[C@]1(Cc2ccccc2)N[C@H](c2ccc(-c3ccc4c(c3)OCO4)cc2)[C@@H]2C(=O)N(C)C(=O)[C@@H]21 | 0.4 | 100 | . | -11 | -2 | 2 | 0 | -4 | -6 | -4.5
Cc1cc(C)cc(-n2ncc3c2CCCC3NC(=O)c2cc(C)oc2C)c1 (stereo unspecified) | 0.8 | 88 | -9 | -3 | -1 | 1 | -3 | 0 | 12 | 0.6
O=C(NC(=S)Nc1ccc2oc(-c3cccnc3)nc2c1)c1cccc(Cl)c1 | 0.1 | 98 | 4 | . | 4 | -6 | -1 | 1 | 1 | -1.3
COc1cc(OC)cc(C(=O)N2CCN(Cc3ccccc3Br)CC2)c1 | -0.2 | 102 | 5 | -4 | 1 | -4 | -4 | 0 | 10 | -0.6
NC(CCc1ccccc1)c1csc(NC(=O)Nc2cccc(Cl)c2)n1 (stereo unspecified) | 1.0 | 95 | 4 | -5 | -4 | -1 | -25 | 57* | 8 | -3.7
COc1ccc(C(=O)CSc2nnc(-c3ccccc3)o2)cc1 | 0.6 | 87 | -4 | . | 1 | -2 | -15 | 0 | 5 | 5.0
O=C(NCCCOc1ccc([N+](=O)[O-])cc1Cl)OCc1ccccc1 | 0.4 | 95 | 3 | -5 | 1 | -5 | -7 | -5 | 7 | 0.0
Cc1[nH][nH]c(=O)c1C(c1ccc(F)cc1)c1c(C)[nH][nH]c1=O | -0.1 | 102 | -3 | -3 | 2 | 3 | 3 | -4 | 0 | 0.1
COc1ccc(Oc2nnc(-c3ccccc3)cc2C#N)cc1 | 0.2 | 102 | 9 | . | -2 | 9 | 11 | 2 | -2 | -1.8
COc1ccccc1N(CC(=O)NCc1ccc2c(c1)OCO2)C(=O)CCC(=O)Nc1nccs1 | -0.1 | 101 | -7 | -4 | 1 | -1 | 1 | 21 | 3 | -0.2
COc1ccc(CNC(=O)c2c(O)c3cc(OC)c(OC)cc3[nH]c2=O)cc1OC | -0.1 | 101 | 4 | -5 | 1 | 1 | 1 | -6 | 1 | 0.1
CCc1nc2ccccc2c(C(=O)OC2CCOC2=O)c1C (stereo unspecified) | -0.2 | 98 | . | . | 2 | 1 | 2 | 1 | 6 | -2.3
CN(C)c1cccc(CNC(=O)c2csc(COCCO)n2)c1 | 0.0 | 86 | -3 | -5 | 0 | -1 | 0 | 3 | 5 | 2.2
O=C(NCC(=O)N1CCN(c2ncccn2)CC1)c1ccc(F)cc1 | 0.0 | 94 | -10 | -3 | 0 | -1 | 0 | -2 | 4 | 1.6
CCOc1nc(-c2ccccc2)ccc1-c1noc(COc2ccccc2)n1 | -0.2 | 103 | 3 | . | -1 | -5 | -3 | 2 | 0 | -1.1
O=C(NCc1ccc(OC(F)(F)F)cc1)c1cccc2c1C(=O)c1ccc(N3CCCCC3)cc1S2(=O)=O | 0.2 | 127 | 55* | -9 | 0 | -2 | 2 | 12 | -5 | -0.9
COc1ccc(/C=C2/C(=O)N=C(N)N2C)cc1OC | -0.2 | 105 | -5 | -6 | 1 | -4 | -4 | 1 | 0 | -3.3
Cc1ccc(S(=O)(=O)N2CCCC2CNC(=O)c2ccc(F)c(F)c2)cc1 (stereo unspecified) | 0.4 | 100 | 5 | -4 | 2 | -8 | 0 | -3 | 9 | -0.5
COc1ccc(-n2c(=S)[nH]c3ccccc3c2=S)cc1 | 0.0 | 97 | 1 | -5 | -2 | 0 | 6 | -16 | 6 | -0.5
CSc1ccccc1NC(=O)CN(Cc1ccc(Cl)cc1)S(C)(=O)=O | 0.1 | 103 | -3 | . | -2 | 2 | 1 | 3 | 3 | 0.4
Cc1ccc(OCc2nnc(SCC(=O)N3CCOCC3)n2C)cc1 | 0.1 | 99 | -1 | -9 | -1 | 0 | 4 | 1 | 4 | -1.9
COC(=O)c1ccc(N2CCN(C)CC2)c(NC(=O)COc2ccccc2Cl)c1 | -0.3 | 97 | 7 | -4 | 0 | -4 | 4 | 50 | 6 | -0.3
O=C(COC(=O)C1(c2ccc(Cl)cc2)CCCC1)NCc1ccco1 | 0.4 | 96 | -6 | -6 | -4 | 7 | -2 | 6 | 5 | 0.4
O=C(CC1C(=O)NCCN1Cc1cccc(Oc2ccccc2)c1)NCCc1ccccn1 (stereo unspecified) | 0.2 | 94 | -2 | 2 | 0 | -2 | 1 | 0 | 0 | -0.7
COc1ccc(OC)c(/C=N/NC(=O)c2nnn(-c3nonc3N)c2-c2cccs2)c1 | -0.1 | 107 | 6 | -17 | 1 | 7 | 21 | 7 | -7 | 1.5

No new results follow: 2 of the compounds above.
SMILES | aDG glyco act | ABCB6 inh MLPCN | Vif inh | CaV13 ICDI inh | N-glyco inh | HTR2A ag | H9c2 protect | Exocytosis inh | PDI turbidity | hiPSC survival
COc1ccc(CNC(=O)c2c(O)c3cc(OC)c(OC)cc3[nH]c2=O)cc1OC | -0.1 | 101 | 4 | -5 | 1 | 1 | 1 | -6 | 1 | 0.1
CCc1nc2ccccc2c(C(=O)OC2CCOC2=O)c1C (stereo unspecified) | -0.2 | 98 | . | . | 2 | 1 | 2 | 1 | 6 | -2.3

Later entries.
SMILES | aDG glyco act | ABCB6 inh MLPCN | Vif inh | CaV13 ICDI inh | N-glyco inh | HTR2A ag | H9c2 protect | Exocytosis inh | PDI turbidity | hiPSC survival
COc1ccccc1C(=O)N/N=C(\C)c1ccc(NC(=O)C2CC2)cc1 | 0.1 | 94 | 2 | -3 | 1 | 4 | -1 | -1 | -1 | -1.0
O=C(COC(=O)c1cc(S(=O)(=O)N2CCOCC2)ccc1Cl)Nc1ccccc1Cl | 0.0 | 92 | 8 | -4 | -1 | 4 | 7 | 5 | -6 | -0.3
Cc1oc(-c2ccccc2)nc1C(=O)OCC(=O)NC(C)c1ccccc1 (stereo unspecified) | 0.2 | 97 | 2 | -5 | 2 | 1 | -4 | -1 | -3 | -0.4
Cc1nn(C)cc1CNCc1c(C(=O)N2CCCCC2)nc2c(C)cccn12 | -0.1 | 99 | -3 | -5 | 1 | -3 | 2 | 2 | 4 | 2.7
Cc1ccc(-n2c(CNc3cccc(Cl)c3)n[nH]c2=S)cc1 | 0.2 | 97 | -35 | -5 | 2 | 8 | -7 | -14 | 4 | 4.0
CC(C)[C@H](NC(=O)NC1CCN(Cc2ccccc2)CC1)C(=O)O | 0.1 | 101 | 8 | 2 | 1 | 3 | 3 | -3 | 4 | 0.2
O=C(CCc1ccccc1)NC1(Cc2ccccc2)CCN(CCc2cccs2)C1=O (stereo unspecified) | -0.2 | 92 | -4 | -10 | 0 | -8 | 4 | -9 | -8 | 8.2
O=CNCc1nc2ccccc2n1CCc1ccccc1 | 0.0 | 88 | -2 | -20 | 0 | -1 | 4 | -3 | -2 | -0.2
O=C(Nc1ccc(S(=O)(=O)N2CCOCC2)cc1)C1CC(=O)N(c2ccc(F)cc2)C1 (stereo unspecified) | -0.2 | 98 | 15 | -2 | -1 | 7 | -1 | -10 | 1 | 0.3
CCCCN(CC)S(=O)(=O)c1ccc(C(=O)N(CCCN(C)C)c2nc3cc(C)cc(C)c3s2)cc1 | 3.0 | 92 | -14 | -5 | -4 | -8 | -16 | 23 | 3 | -1.7
COc1ccc(OC)c(-c2cc(C(=O)Nc3c(C)nn(Cc4ccccc4Cl)c3C)no2)c1 | 0.9 | 95 | -6 | -9 | -5 | 3 | -5 | 0 | -8 | -4.5
C=C(CCO)C1=CCN(S(=O)C(C)(C)C)[C@@H]1CCO (stereo partly specified) | 0.0 | 96 | -6 | -3 | 2 | 12 | 12 | -3 | 4 | 1.6
CCC(CC)C(=O)NCCCN1CCOCC1 | -0.1 | 94 | -3 | -3 | 2 | 5 | 3 | -6 | -4 | -1.9
COc1cc2oc(=O)cc(CN3CCOCC3)c2cc1Cl | -0.1 | 96 | . | -9 | 2 | -3 | 0 | -4 | . | -0.8
O=C(Nc1nc(-c2ccc(F)cc2)cs1)c1cccc(N2C(=O)CCC2=O)c1 | 0.1 | 94 | -2 | -6 | 6 | 5 | 13 | 5 | 3 | 0.0
COc1ccccc1-c1oc2ccccc2c1C#CCCO | 0.0 | 100 | -3 | -6 | 0 | -2 | -5 | -1 | -2 | -1.2
Nc1n[nH]c(=S)n1/N=C1/C(=O)Nc2ccccc21 | -0.3 | 98 | . | -7 | 5 | -3 | -2 | -1 | 4 | 3.7
COc1ccc(-c2nc3ccccc3n2Cc2ccccc2)cc1 | 1.3 | 87 | -5 | . | -2 | 0 | -9 | 0 | -2 | 0.3
Cc1ccc(CN2CCNC(=O)C2CC(=O)NCCCn2nnc3ccccc32)cc1 (stereo unspecified) | -0.2 | 98 | -9 | -5 | 1 | 1 | 7 | -2 | 2 | -1.0
CC1CCc2c(sc3nc(SCC(=O)O)n(-c4ccccc4)c(=O)c23)C1 (stereo unspecified) | 0.0 | 99 | -5 | -5 | 3 | -2 | -3 | -3 | 2 | -0.3
CCOC1=C2[C@@H](CN(S(=O)(=O)c3ccccc3C)[C@H]2c2ccc(Cl)cc2)[C@H]2C(=O)N(c3ccccc3)C(=O)[C@H]2C1 | 0.0 | 102 | . | -6 | -3 | 2 | 0 | 1 | . | -0.5
COC(=O)c1ccc(CNC(=O)Cn2cnc3c(NCc4ccccc4)ncnc32)cc1 | 8.3* | 105 | 29 | -10 | -1 | -1 | 8 | 0 | -3 | -0.3
Cn1nc(C(=O)NCc2ccccn2)c2ccccc2c1=O | 0.0 | 98 | 4 | -4 | 2 | -3 | 7 | -1 | 4 | -2.0
Cc1cc(C)c2nc(Cl)c(CN(Cc3ccco3)C(=O)Nc3ccccc3C)cc2c1 | -0.1 | 103 | . | -8 | 20 | 3 | -6 | 3 | 3 | -2.2
COc1cccc(CNC(=O)CCCN2C(=O)C(c3ccccc3)Oc3cccnc32)c1OC (stereo unspecified) | 0.0 | 93 | 9 | -7 | -2 | 0 | 5 | 6 | 0 | -0.1
COc1ccccc1C(=O)Oc1ccc(C(C)(C)C)cc1 | 0.1 | 101 | 0 | -3 | 0 | -2 | -32 | 2 | 4 | -0.8
CC(C)(C)c1ccc(CC(=O)N2CCC2(C)C(=O)NS(=O)(=O)c2cccc(OC(F)F)c2)cc1 (stereo unspecified) | -0.3 | 97 | 2 | -5 | 0 | 16* | 1 | 19 | 5 | 3.0
CC(=O)c1cn(CC(=O)Nc2ccc(C)cc2)c2ccccc12 | 0.1 | 91 | 22 | . | -2 | 1 | -5 | -3 | -4 | -4.0
Cc1c(NC(=O)COC(=O)c2ccc(F)c(S(=O)(=O)N3CCOCC3)c2)c(=O)n(-c2ccccc2)n1C | -0.2 | 100 | -8 | -6 | 0 | 3 | 6 | -2 | -6 | 0.2
Cc1cc(C)c(S(=O)(=O)N2CCN(C(=O)c3ccccc3OCc3c(C)noc3C)CC2)c(C)c1 | 0.0 | 99 | 15 | -16 | -4 | -4 | 2 | -1 | 26 | -2.1
